# OX1R antag-1: antagonists of human orexin 1 receptor; O43613; CHO/OX1R cells, Fluo-8 calcium fluorescence, orexin A; inhibition, % at 5 µM; 0.43% of 330,000 active; AID 434989;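 active = inhibition above its plate's threshold, mean inhibition of all tested compounds on the plate plus 3 SD, cut at about 37% in these data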;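 also: 0% = orexin A challenge wells and 100% = SB-334867-A antagonist wells; not every result past the cut was called active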
# Target sequence (O43613 whole entry, looked up): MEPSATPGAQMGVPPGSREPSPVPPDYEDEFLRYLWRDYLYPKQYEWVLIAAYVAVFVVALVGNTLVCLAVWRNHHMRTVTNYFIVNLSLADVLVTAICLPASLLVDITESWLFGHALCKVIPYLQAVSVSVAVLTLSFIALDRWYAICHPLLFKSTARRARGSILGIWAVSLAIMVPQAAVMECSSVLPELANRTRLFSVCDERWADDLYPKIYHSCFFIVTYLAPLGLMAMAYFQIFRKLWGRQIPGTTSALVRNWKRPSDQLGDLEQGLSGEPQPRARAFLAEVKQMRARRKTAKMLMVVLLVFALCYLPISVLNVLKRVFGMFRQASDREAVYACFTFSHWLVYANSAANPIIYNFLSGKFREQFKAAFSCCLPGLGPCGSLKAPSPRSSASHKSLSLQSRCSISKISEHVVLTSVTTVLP
# OX1R antag-2: antagonists of human orexin 1 receptor (OX1R). 1.8% of 330,000 active. inhibition, % at 6.6 µM. O43613. AID 485270. OX1R-expressing cells, FRET antagonist read-out; in the data active = inhibition mostly above about 38%, no sharp cut-off; inactive = mostly below about 40%;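 also: 0% = agonist challenge alone and 100% = reference antagonist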
# Active calls of the source: *. An excerpt; count on the stated rates, not on these rows.
# Start of the data: the first 25 entries (preview)
SMILES,OX1R antag-1,OX1R antag-2
CC12CCCCC1=NC(c1ccc(Br)cc1)N2O (stereo not given),-8,1
C=CCn1c(O)c(C(C)=Nc2cc(OC)ccc2OC)c(=O)[nH]c1=O,-17,23
NNCc1cccc(O)c1,-6,11
CCSc1nnc(C(N)Cc2ccccc2)o1 (stereo not given),-4,12
CCC(=NCCO)c1c(O)n(C2CCCCC2)c(=O)[nH]c1=O,-13,25
Cc1cc(OCC(=O)N2CCC(C(N)=O)CC2)c2c3c(c(=O)oc2c1)CCCC3,1,3
O=C(CSC1c2ccccc2-c2ccccc21)N/N=C/c1ccccc1,21,53
Cc1ccnc(-n2c(-c3ccco3)nc3ccccc3c2=O)c1,-13,-1
O=[N+]([O-])c1ccccc1CNCCc1c[nH]c2ccccc12,-13,7
CN(C(=O)Oc1ccc([N+](=O)[O-])cc1)c1ccccc1,4,24
CN(C)c1nc(-c2ccccc2)[n+](C)s1,2,32
CCCCCCn1c(O)c(C=NCCN2CCCCC2)c(=O)[nH]c1=O,-17,5
C[C@H]1CC[C@@H]2N(C1)C[C@H]1[C@@H]3C[C@H]4[C@@H](CC(=O)[C@H]5C[C@@H](O)CC[C@@]54C)[C@@H]3CC[C@H]1[C@]2(C)O,8,-8
CC(C)(C#CCCCCC#CC(C)(C)[N+](C)(C)C)[N+](C)(C)C,3,10
COC(=O)C[C@]1(C(=O)OC)CN(C#N)N(c2ccc(Cl)cc2)C12c1ccccc1-c1ccccc12,-8,-5
O=C1CN=C(c2ccc(Br)cc2)c2c(sc3c2CCCC3)N1CCN1CCCCC1,-29,-1
CCCCn1c(=O)c(C(=O)Nc2ccccn2)c(O)c2ccccc21,-3,4
COCCCn1c(N)c(C(=O)OC(C)COC)c2nc3ccccc3nc21 (stereo not given),-20,21
CC(=O)O[C@@H]1CC[C@]2(C)C3CC[C@@]4(C)C(C[C@@H](O)[C@@H]4O)C3[C@@H](OC(C)=O)C[C@H]2C1 (stereo not given in full),-9,14
N/C(=N\N=C\c1ccc(O)cc1O)N[N+](=O)[O-],-16,9
CC(C)N(CC(O)c1cccc([N+](=O)[O-])c1)C(C)C (stereo not given),-16,20
COc1ccc2c(c1)c(C(=O)CN1CCN(C)CC1)c(C)n2Cc1ccccc1,-5,-4
Cc1cc(C)nc(-n2c(C)nc3cc(Cl)ccc3c2=O)c1,-24,11
COc1ccccc1N=C1SCCCN1C,-5,21
COc1ccccc1CN1CCCC(C(=O)c2ccccc2SC)C1 (stereo not given),-30,16

# The listing, repeating the preview:
SMILES,OX1R antag-1,OX1R antag-2
CC12CCCCC1=NC(c1ccc(Br)cc1)N2O (stereo not given),-8,1
C=CCn1c(O)c(C(C)=Nc2cc(OC)ccc2OC)c(=O)[nH]c1=O,-17,23
NNCc1cccc(O)c1,-6,11
CCSc1nnc(C(N)Cc2ccccc2)o1 (stereo not given),-4,12
CCC(=NCCO)c1c(O)n(C2CCCCC2)c(=O)[nH]c1=O,-13,25
Cc1cc(OCC(=O)N2CCC(C(N)=O)CC2)c2c3c(c(=O)oc2c1)CCCC3,1,3
O=C(CSC1c2ccccc2-c2ccccc21)N/N=C/c1ccccc1,21,53
Cc1ccnc(-n2c(-c3ccco3)nc3ccccc3c2=O)c1,-13,-1
O=[N+]([O-])c1ccccc1CNCCc1c[nH]c2ccccc12,-13,7
CN(C(=O)Oc1ccc([N+](=O)[O-])cc1)c1ccccc1,4,24
CN(C)c1nc(-c2ccccc2)[n+](C)s1,2,32
CCCCCCn1c(O)c(C=NCCN2CCCCC2)c(=O)[nH]c1=O,-17,5
C[C@H]1CC[C@@H]2N(C1)C[C@H]1[C@@H]3C[C@H]4[C@@H](CC(=O)[C@H]5C[C@@H](O)CC[C@@]54C)[C@@H]3CC[C@H]1[C@]2(C)O,8,-8
CC(C)(C#CCCCCC#CC(C)(C)[N+](C)(C)C)[N+](C)(C)C,3,10
COC(=O)C[C@]1(C(=O)OC)CN(C#N)N(c2ccc(Cl)cc2)C12c1ccccc1-c1ccccc12,-8,-5
O=C1CN=C(c2ccc(Br)cc2)c2c(sc3c2CCCC3)N1CCN1CCCCC1,-29,-1
CCCCn1c(=O)c(C(=O)Nc2ccccn2)c(O)c2ccccc21,-3,4
COCCCn1c(N)c(C(=O)OC(C)COC)c2nc3ccccc3nc21 (stereo not given),-20,21
CC(=O)O[C@@H]1CC[C@]2(C)C3CC[C@@]4(C)C(C[C@@H](O)[C@@H]4O)C3[C@@H](OC(C)=O)C[C@H]2C1 (stereo not given in full),-9,14
N/C(=N\N=C\c1ccc(O)cc1O)N[N+](=O)[O-],-16,9
CC(C)N(CC(O)c1cccc([N+](=O)[O-])c1)C(C)C (stereo not given),-16,20
COc1ccc2c(c1)c(C(=O)CN1CCN(C)CC1)c(C)n2Cc1ccccc1,-5,-4
Cc1cc(C)nc(-n2c(C)nc3cc(Cl)ccc3c2=O)c1,-24,11
COc1ccccc1N=C1SCCCN1C,-5,21
COc1ccccc1CN1CCCC(C(=O)c2ccccc2SC)C1 (stereo not given),-30,16
CC(=O)N1CCN(Cc2ccc(Cl)nc2)CC1,-1,-6
COC(=O)C1=C(c2ccc(Cl)c(C(F)(F)F)c2)C[C@@H]2CC[C@H]1N2C(=O)NCCNC(C)=O,-31,5
COC1=C[C@@H]2C3=C([C@@H]2C1=O)[C@@H](NC(C)=O)CCc1cc(OC)c(OC)c(OC)c13,-10,11
Cc1nc2ccccc2c(=O)n1-c1ccc(F)cc1,-16,4
CCSc1cc(C2C(C#N)=C(N)Oc3n[nH]c(C)c32)c(C)o1 (stereo not given),-4,18
CCN1CCN(S(=O)(=O)c2cnc(Cl)c(Br)c2)CC1,-4,20
C[N+]12CCC(CC1)C(C(O)(c1cccc(Cl)c1)c1cccc(Cl)c1)C2 (stereo not given),-17,35
COc1ccc(CCC(=O)N2CCC3(CC2)OCCO3)cc1,-9,15
Cc1cccc(-n2c(O)c(C=Nc3ccc(S(N)(=O)=O)cc3)c(=O)[nH]c2=O)c1,-7,30
COc1ccc(CCNCc2ccccc2F)cc1OC,-22,8
O=C(O)[C@H]1NC[C@H]2C[C@H]21,-6,2
CN(C)CCc1nc2ccccc2c(=O)n1-c1ccccc1,-26,2
Cc1ccc(CC(=O)N2CCN(Cc3ccccc3)CC2)cc1,-30,8
CCOC(=O)C1=C(C)OC(N)=C(C#N)C12C(=O)Nc1ccc(C)cc12 (stereo not given),-11,10
CCC(=NCc1ccc(F)cc1)c1c(O)n(C)c(=O)n(C)c1=O,-15,6
C=CC(=O)NCNC(=O)C=C,-15,2
Oc1ccc2ccccc2c1CN1CC=C(c2ccccc2)CC1,-7,18
O=C(Nc1cccc(Cl)c1)N1C[C@H]2C[C@@H](C1)c1cccc(=O)n1C2,-11,6
N=C1c2ccccc2CN1NC(=O)c1ccc(F)cc1,-8,22
COC(=O)[C@@H]1C[C@H]1[C@@H](NP(=O)(c1ccccc1)c1ccccc1)c1ccccc1,-11,32
Cc1cc(C)cc(N2C(=O)NC(=O)/C(=C\c3cc(C)n(C)c3C)C2=O)c1,11,13
C=CCN1C(=O)/C(=C/c2ccc(Br)s2)C(=O)NC1=S,-7,2
CCOc1ccc(NC(=O)c2ccc(NC(=O)COC(=O)Cc3ccccc3)cc2)cc1,0,5
CC(=O)c1cn(Cc2ccc(F)cc2)c2ccccc12,-28,37
CC(=O)N(C)CC#CCN1CCC(O)CC1,-6,5
COC(=O)C1=C(c2ccc(S(C)(=O)=O)cc2)C[C@@H]2CC[C@H]1N2C,-15,3
Cc1c(N=Cc2c(O)n(Cc3ccc(F)cc3)c(=O)[nH]c2=O)c(=O)n(-c2ccccc2)n1C,-32,8
CN[C@@H](C)[C@@H](O)c1ccccc1,4,14
COc1ccccc1[As](=O)(O)CC(O)COc1ccc(Cl)cc1Cl (stereo not given),11,15
CCOc1ccc(CN(CCCl)CCCl)cc1C(=O)OC,0,4
COC(=O)C1=C(c2cccc(OCc3ccccc3)c2)C[C@@H]2CC[C@H]1N2C(=O)NCc1cccc(C(F)(F)F)c1,15,19
CCC(=NCc1cccnc1)c1c(O)n(-c2ccccc2C)c(=O)[nH]c1=O,-19,9
O=C(O)CC1OCC=C2CN3CCC45C6=CC(=O)C(=O)C([N+](=O)[O-])=C6NC4C1C2CC35 (stereo not given),-17,38*
Cc1cc(N2CCNCC2)nc2ccccc12,4,8
Cc1nc2sccc2c(=O)n1-c1ccccc1Cl,-3,33
# Next part.
SMILES,OX1R antag-1,OX1R antag-2
CCn1cc(C(=O)N2CCOCC2)c2ccccc21,-16,18
Cc1ccc(-c2nc3ccccc3c(=O)n2-c2ccc(Br)cn2)cc1,-47,20
C/C(=N\N1CCCCCC1)c1c(O)n(-c2ccccc2)c(=O)[nH]c1=O,-29,21
CCOP(=O)(OCC)/C(C#N)=C/c1ccc(Br)cc1,-10,-5
Cc1cc(N2C(=O)C3CCCN3C2c2cccc(Cl)c2)no1 (stereo not given),-32,13
COc1ccc2c(c1OC)C(=O)O[C@@H]2[C@H]1c2cc3c(cc2CCN1C)OCO3,-28,7
O=C(c1ccc(F)cc1)N1CCC2(CC1)OCCO2,2,4
c1nc2nc3c(c(N4CCNCC4)n2n1)CCCC3,-11,5
CCOc1ccccc1N1C(=O)CC(=O)NC1=O,1,23
CCN(CC)C(=O)c1ccc(NC(=O)Nc2ccccc2F)cc1,-11,13
O=C(/C=C/c1ccccc1)NCCc1cnc[nH]1,-12,7
CCOP(=O)(Oc1ccccc1)c1c([N+](=O)[O-])cc(C(F)(F)F)cc1[N+](=O)[O-] (stereo not given),-11,4
Cn1cc(C(=O)c2ccccc2)c2ccccc21,-17,14
NC(Cc1cc(O)c(O)cc1O)C(=O)O (stereo not given),6,16
Nc1ccccc1C(=O)OC1CSC1,-1,7
COC(=O)C1=C(c2ccc(OC)c(OC)c2)C[C@@H]2CC[C@H]1N2C(=O)N1CCCC1,-23,0
COc1cc(OC)c(OC)cc1CNCCc1ccc(OC)c(OC)c1,-16,8
Nc1cc(C(=O)Nc2ccc(Cl)cc2)ccc1N1CC2CC(C1)c1cccc(=O)n1C2 (stereo not given),-1,1
COc1cccc(N2C(=O)NC(=O)C3(Cc4cc(C)ccc4N(C)C3)C2=O)c1 (stereo not given),-10,16
CN(C)P1(N(C)C)=NC(C(F)(F)F)=NC(C(F)(F)F)=N1,-13,14
O=C1NC(=S)N(C2CC2)C(=O)/C1=C/c1ccc2c(c1)CCN2CCCCl,-14,8
Cc1oc(-c2ccc(F)cc2F)nc1CN1C[C@@H]2C[C@@H](C1)c1cccc(=O)n1C2,-32,6
CC1(C)COC(Nc2cccc(Cl)c2)=N1,-29,20
CC(=O)[C@H]1CCC2C3CC[C@H]4C[C@@H](O)CC[C@]4(C)C3CC[C@@]21C (stereo not given in full),-29,3
C=CCN1C(=O)NC(=O)/C(=C/c2ccoc2)C1=O,2,9
CCN(CC)C(=O)Oc1ccc(NC(=O)N2CCOCC2)cc1,-7,46
CC(=O)Nc1ccc(S(=O)(=O)NC(CC(=O)N2CCC3(CC2)OCCO3)C(C)C)cc1 (stereo not given),-10,19
COc1ccc(N/N=C/c2c(O)n(-c3cccc(C)c3)c(=O)[nH]c2=O)cc1,-8,19
Cc1cc(C)n2c(Br)c(CN3CC4CC(C3)c3cccc(=O)n3C4)nc2n1 (stereo not given),-10,-4
O=[N+]([O-])c1ccc(N2CCNCC2)cc1N1CCCCCC1,-4,43
CCC1(OC(=O)c2ccccc2)CC(C)N(C)CC1C (stereo not given),-18,-2
Cc1[nH]c2ccc(OCc3ccccc3)cc2c1CCN,-15,3
c1ccc2c(CN3CCOCC3)c[nH]c2c1,-17,-9
CN1CCCN(C(=O)COc2ccc(Br)cc2)CC1,8,7
COC(=O)C1=C(c2ccc(F)cc2OCc2ccccc2)C[C@@H]2CC[C@H]1N2C(=O)NCc1ccc(OC)c(OC)c1,4,20
Cn1c(=O)cc(OCC(=O)N2CCC3(CC2)OCCO3)c2ccccc21,-10,2
CCCOP(=O)(OCCC)C(NC(=O)c1cc(OC)c(OC)c(OC)c1)c1ccccc1 (stereo not given),-24,19
CN(C)CCNC(=O)c1cccn(Cc2cc(C(F)(F)F)cc(C(F)(F)F)c2)c1=O,-18,10
CCOP(=O)(OCC)C(NC(=O)c1cccc(C)c1)C(Cl)(Cl)Cl (stereo not given),-29,8
Cc1ccc2cc(C=C(C#N)C#N)c(Cl)nc2c1,-4,30
CC(C)CCn1c(N)c(C(=O)NCc2cccs2)c2nc3ccccc3nc21,-9,5
CCOc1cc2c(cc1OCC)-n1cccc1C(c1ccc(F)cc1)NC2 (stereo not given),-20,6
O=c1[nH]c(=O)n(-c2ccc(Br)cc2)c(O)c1C=NC(CO)(CO)CO,-5,5
COC(=O)C1=C(c2cc3ccccc3o2)C[C@@H]2CC[C@H]1N2C(=O)NCc1cccc2ccccc12,31,69*
CCC(=NCCN1CCOCC1)c1c(O)n(-c2ccccc2C)c(=O)[nH]c1=O,-10,0
O=C(NCCCN1CCOCC1)C(Cl)(Cl)Cl,-21,-10
O=c1[nH]c(=S)[nH]c(O)c1/C=C1/C=c2ccccc2=N1,6,1
COC(=O)CN1C(=O)CN=C(c2ccccc2Cl)c2cc(Br)ccc21,-6,6
CNCCc1c[nH]c2ccc(O)cc12,-15,12
CCC(C)C(=O)N[C@@H](c1ccccc1)[C@@H](O)C(=O)O[C@H]1C[C@@]2(O)[C@@H](OC(=O)c3ccccc3)C3[C@](C)(C(=O)[C@H](OC(C)=O)C(=C1C)C2(C)C)[C@@H](O)C[C@H]1OC[C@@]31OC(C)=O (stereo not given in full),-39,18
O=C(c1cc(S(=O)(=O)N2CCC3(CC2)OCCO3)ccc1F)N1CCC2(CC1)OCCO2,-19,9
COc1ccc(C(=O)OC2C[C@H]3CC[C@@H](C2)N3O)cc1OC (stereo not given in full),-11,17
Cc1c(C(=O)C(=O)N2CCC3(CC2)OCCO3)c2ccccc2n1C,-5,8
Cc1ccc(OP(N)(=O)Oc2ccc(C)cc2)cc1,-12,20

# Screens deposited in PubChem by The Scripps Research Institute Molecular Screening Center.
